Assay outcomes: PubChem, several laboratories
CD11b adhes enh: increases human CD11b/CD18 adhesion to fibrinogen; K562 CD11b/CD18 adhesion to fibrinogen, ATPlite luminescence; AID 1499; actives 0.07% (n = 93,000); activation, % at 10 µM;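 active means 10 µM primary screen giving 50% or more activity, confirmed by 40% or more on retest at that dose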; further: strong numbers were not always called active; reference of the scale not given here
Mac1 fbg inh: CD11b/CD18-fibrinogen binding inhibition; P05107+P11215; AID 1497; K562 CD11b/CD18 adhesion to fibrinogen, ATPlite luminescence; Mn2+ added to activate the integrin; actives 0.54% (n = 93,000); inhibition, % at 10 µM;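 active means primary inhibition of 50% or more at 10 µM, then 40% or more on retest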; further: some results filed as inactive read as strong as hits
ERb coact inh: blocks coactivator binding to human estrogen receptor beta; Q92731; TR-FRET ER-beta LBD / SRC1-Cy5 peptide binding; receptor agonist-loaded with 1 µM estradiol; inhibition, % at 25.6 µM; actives 1.3% (n = 86,000); AID 633;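 active means compounds whose percent inhibition of the receptor-coactivator binding signal exceeds about 50% in the single-dose screen, limit read from the data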;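 further: 0% = receptor plus peptide wells without compound and 100% = peptide-only wells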
Target sequence (Q92731 whole entry, looked up, the tested form may be a part): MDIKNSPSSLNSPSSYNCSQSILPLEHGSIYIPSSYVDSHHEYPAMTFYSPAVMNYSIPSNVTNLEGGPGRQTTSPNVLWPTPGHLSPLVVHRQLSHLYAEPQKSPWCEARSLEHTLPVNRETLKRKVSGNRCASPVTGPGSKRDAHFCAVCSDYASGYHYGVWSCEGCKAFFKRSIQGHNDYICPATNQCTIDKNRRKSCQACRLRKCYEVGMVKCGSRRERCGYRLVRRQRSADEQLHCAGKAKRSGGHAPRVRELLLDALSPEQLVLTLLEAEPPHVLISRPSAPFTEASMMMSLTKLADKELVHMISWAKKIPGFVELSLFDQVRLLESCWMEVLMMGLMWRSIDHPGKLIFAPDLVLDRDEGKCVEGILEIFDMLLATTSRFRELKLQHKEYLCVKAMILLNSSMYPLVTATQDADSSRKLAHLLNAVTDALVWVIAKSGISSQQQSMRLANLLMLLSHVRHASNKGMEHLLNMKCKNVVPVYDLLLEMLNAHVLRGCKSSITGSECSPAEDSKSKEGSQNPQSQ
E coli WT exp: blocks growth of wild type E. coli BW25113; growth inhibition, % at 100 µM; AID 710; actives 0.15% (n = 98,000); OD600 absorbance;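 active means growth inhibition above about 50% at one test dose, limit read from the data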;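 further: growth measured after 20 h incubation at 37 °C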
ERa SRC1 inh: ER-alpha (human) coactivator binding inhibition; P03372; inhibition, % at 25.6 µM; actives 1.7% (n = 86,000); TR-FRET ER-alpha LBD / SRC-1 peptide, estradiol-bound; AID 629; in the data active means inhibition above about 50%;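 further: 0% = receptor plus peptide control and 100% = peptide only without receptor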
PLAP activator: human PLAP activation; P05187; actives 1.2% (n = 96,000); purified PLAP enzyme, luminescent substrate read-out; active compounds read high; AID 696; activation fold at 20 µM; in the data active means activation fold above about 2
FAK inh: blocks human focal adhesion kinase activity. Q05397. biochemical FAK kinase activity assay. inhibition, %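 (tested at 7 µM)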. actives 0.84% (n = 97,000); in the data active means inhibition above about 19%;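 further: 0% = DMSO and 100% = reference compound high control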
ERa coact pot: ER-alpha (human) coactivator binding potentiation | P03372 | TR-FRET ERalpha-LBD/SRC-Cy5 coactivator binding, 2 h; 100 = basal binding, no effect | coactivator binding (% of control), % at 25.6 µM | actives 1.3% (n = 86,000) | AID 639; in the data active means activity above about 200%;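 further: binding measured in presence of low estradiol as agonist stimulus; 0% = peptide alone without receptor and 100% = receptor with peptide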
MT1-MMP txn act: activates MT1-MMP transcription; HT1080 MT1-MMP promoter luciferase reporter, luminescence, overnight; active compounds read high; activation factor at 10 µM; actives 0.16% (n = 86,000); AID 750;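 active means activation factor of at least 2 for MT1-MMP transcription at 10 µM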
* hit, by the source's call; / = no result given; [ ] = another dose, or the depositor's remark.

SMILES	CD11b adhes enh	Mac1 fbg inh	ERb coact inh	E coli WT exp	ERa SRC1 inh	PLAP activator	FAK inh	ERa coact pot	MT1-MMP txn act
CC1C(c2ccccc2)N(C)CCC12NC(=O)NC2=O (stereo unspecified)	0	-28	-2	-8	-3	1.1	-2	111	1.1
Cc1cc(C)c(NC(=O)c2ccc(CN3CCc4ccccc4C3)cc2)c(C)c1	-2	40	/	-6	/	2.3*	-1	/	/
CS(=O)(=O)N1CCN(c2ccc(NC(=O)CSc3ccc(Cl)cc3)cc2)CC1	-1	-6	/	-12	/	0.8	-1	/	/
COc1ccc(C(=O)NCc2cccnc2)cc1	/	/	2	/	-3	/	0	121	1.2
COc1ccc(-c2noc(-c3cccc(OC)c3OC)n2)cc1OC	4	-10	25[fluorescence artefact?]	-17	14	1	0	128	1.4
CCc1nc2oc3cc(OC)ccc3c(=O)c2c(=O)n1Cc1ccco1	1	7	59*	-7	37[fluorescence artefact?]	1.5	7	78[fluorescence artefact?]	1.2
CC1=Nn2c(nnc2-c2cc(C)[nH]n2)SC1	-4	-2	1	1	0	1	2	88	1
O=C1C2=C(NC(=S)NC2c2ccc(Cl)cc2)NC(c2ccc(Cl)cc2)N1c1ccc(Cl)cc1 (stereo unspecified)	/	/	0	4	4	1.3	0	104	1.2
COCCN1C(=O)c2oc3ccccc3c(=O)c2C1c1ccc(O)c(OC)c1 (stereo unspecified)	0	-2	-5	2	0	0.9	/	107	/
O=C(CSCc1cccc(Cl)c1)NCc1ccc2c(c1)OCO2	1	-9	0	3	-4	0.9	4	156	1.1
COc1cc2c(cc1OC)C(COc1ccc(F)cc1)N(C(=O)c1ccco1)CC2 (stereo unspecified)	6	2	0[fluorescence artefact?]	-16	5	1.7	-1	103	1
CCCCNC(=O)c1cc2c(=O)n3cccc(C)c3nc2n1C	-1	-57	-3	/	1	0.8	/	137	1.1
Fc1ccc(COc2ccc(Cl)cc2/C=N/Nc2nc(N3CCCC3)nc(N3CCCC3)n2)cc1	9	-16	/	-8	/	0.8	1	/	/
O=S(=O)(c1cccc(-c2nc3n(n2)Cc2ccccc2-3)c1)N1CCCC1	-4	4	9	4	7[fluorescence artefact?]	1	/	86	1.3
COc1ccc(Cl)cc1CN1CCN(c2nc(C)cc(C)c2C#N)CC1	12	-29	-4[fluorescence artefact?]	1	3[fluorescence artefact?]	1.6	1	123	1.1
O=C1CN(S(=O)(=O)c2ccc(Cl)cc2)CC(=O)N1CCc1ccccc1	-6	-4	-5	-8	-12	1.1	-1	108	/
COc1ccc(C(CC(=O)c2ccccc2)C2CCCCC2=O)cc1 (stereo unspecified)	-6	0	-14	-4	7	0.9	2	93	1.1
COC(=O)COc1ccc(S(=O)(=O)Nc2ccccc2C(=O)OC)cc1	1	2	-10	-3	-1	0.8	3	88	1.1
O=C(Nc1c(F)cccc1F)c1cnc(N2CCN(c3ccccn3)CC2)c2ccccc12	-2	7	-5	-8	3	1.5	1	113	1
O=C1NCCCC1C(=O)NCCN1C(=O)CCC1=O (stereo unspecified)	0	-5	-8	0	-1	1	-3	95	1.2
O=C(c1ccc2nc(N3CCOCC3)sc2c1)N1CCN(C(=O)c2ccco2)CC1	0	-8	-7	3	-6	0.9	1	127	1.1
CCCC1C2C(=O)N(c3ccccc3)C(=O)C2ON1c1ccccc1 (stereo unspecified)	0	-35	-8	3	-2	1.6	-1	100	1
Cc1ccc(CCN2CC(C(=O)NC3CCCC3)CC2=O)cc1 (stereo unspecified)	3	-6	8	0	5	1.1	-2	100[fluorescence artefact?]	1.1
COc1cc(/C=N/n2cnnc2)ccc1OC(=O)c1cccnc1	-1	-17	-4[fluorescence artefact?]	1	-5	1.1	1	127	1.1
CCn1cc(C(=O)NCCCOC)c2cc(OC)c(OC)cc2c1=O	-1	2	-1[fluorescence artefact?]	1	3[fluorescence artefact?]	0.9	/	116	1.2
Cc1ccc(-c2cc(=O)[nH]c3ccccc23)cc1	/	/	-9	/	-5	/	2	85[fluorescence artefact?]	1.1
CC1CCCCC1NC(=O)Cn1c(CN2CCCCC2)nc2ccccc2c1=O (stereo unspecified)	1	-4	-5[fluorescence artefact?]	1	2[fluorescence artefact?]	1.3	7	108	1
Cc1ccc(CN2C(=O)c3ccccc3C2C(=O)NCc2cccnc2)cc1 (stereo unspecified)	4	-7	-7	4	-2	1.5	2	117	/
O=C(CN1C(=O)c2cccc3cccc1c23)Nc1ccccc1C(=O)NCc1ccco1	/	/	4	/	-5	/	-2	96[fluorescence artefact?]	1.2
CCOC(=O)Cc1csc(NC(=O)CSc2nc3cccnc3n2CC)n1	2	13	1	-3	9	1.5	3	81	1
OCCN(CCO)CC(O)Cn1c2ccccc2c2ccccc21 (stereo unspecified)	-2	0	-4	9	4	1.1	1	114	1.2
O=C(Nc1cc(C(=O)N2CCOCC2)cc(C(=O)N2CCOCC2)c1)c1cc(F)c(F)cc1Cl	2	-6	-28	-4	-28	1.5	1	121	1
CCCCNC(=O)CC(=O)Nc1ccccc1C(=O)O	-2	8	2	2	-10	1.1	0	112[fluorescence artefact?]	1
O=C(O)c1cccc(NC(=O)C2CC(=O)N(Cc3ccccc3)C2)c1 (stereo unspecified)	-2	-1	1	-2	5	1.1	2	96	1.1
O=C(Cn1nc(Cl)nc1Cl)c1ccc2c(c1)OCCO2	-3	-6	0	61*	7	0.8	0	57[fluorescence artefact?]	1.1
COCCNC(=O)CSc1nc2ccccc2c(=O)n1CCCC(=O)NCc1ccccc1	-1	1	-8	2	-5	1.3	-2	105	1.1
CCC(=O)c1c[nH]c(C(=O)NCCCn2ccnc2)c1	-1	-34	/	-2	/	1.1	3	/	/
O=C(CNS(=O)(=O)c1ccc(F)cc1)Nc1ccc(C(F)(F)F)cc1	-1	-36	-5	3	0	0.9	-2	109	1.1
COc1cc(NS(=O)(=O)c2ccc(C)c(C)c2)c(OC)cc1Cl	-3	11	-14	-12	-9	1.4	0	102	1.1
CC(C)(C)NC(=O)C(c1ccncc1)N(C(=O)CNC(=O)c1ccco1)c1ccc2c(c1)OCO2 (stereo unspecified)	0	10	/	5	/	0.8	-3	/	1.1
O=C(NCc1ccc(Cl)cc1Cl)C(=O)N1CCCCC1	-2	-35	-10	4	-10[fluorescence artefact?]	1	-1	108	1.1
CC1(C)CC(=O)C2=C(C1)Nc1ccccc1NC2c1ccccn1 (stereo unspecified)	-2	4	-6	5	-4	1.2	/	117	0.9
O=C(Nc1ccccc1)N1CCN(c2ncccn2)CC1	-2	3	-5	5	-9	1.2	-1	86	1.3
COc1ccc(NC(=O)COC(=O)CCCc2c[nH]c3ccccc23)cc1OC	26	-3	-10	-3	-5	0.9	-1	98	1.3
Cc1cc(F)ccc1NCc1cccnc1	/	/	-2	9	-2	1.1	2	96	1.2
COCc1cc(C)nc(SCC(=O)Nc2ccccc2C)c1C#N	0	-5	-11	-5	-3	0.9	-5	135	1.1
CC1CC(Nc2ccccc2)=CC(=O)O1 (stereo unspecified)	-5	-6	/	9	/	0.9	-2	/	/
COc1ccc(S(=O)(=O)n2ccnc2)c2cccnc12	-6	-20	-4	1	3[fluorescence artefact?]	0.8	-1	115	1.2
O=S(=O)(Nc1cccnc1)c1cc(Cl)ccc1Cl	/	/	-2	-4	1	1.2	7	107	1.1
O=C(CCc1ccc(S(=O)(=O)NCCc2ccccc2)cc1)NCc1ccc2c(c1)OCO2	-4	21	0	-14	0	0.8	0	76	1.2
COc1ccc2c(COC(=O)c3n[nH]c4ccccc34)cc(=O)oc2c1	6	27	/	-7	/	1.9	-17	/	/
C=CCOc1ccc(/C=C/C(C)=N\O)cc1	-1	27	-47[fluorescence artefact?]	28	-39[fluorescence artefact?]	1	20*	144[fluorescence artefact?]	1.1
CCOC(=O)c1cc(-c2nnc(-c3ccc(Cl)cc3)o2)c(C)nc1C	-2	-15	12	0	0	1.2	-1	117[fluorescence artefact?]	1.1
c1ccc(CNc2ncnc3nc[nH]c23)nc1	-4	-15	-10	-1	6	1.2	6	112	1.1
CCc1cc(=O)oc2cc(C)c(CN3CCCC(C)C3)c(O)c12 (stereo unspecified)	5	-15	14	-3	4	1.4	15	121	1.1
COc1ccc(S(=O)(=O)Cc2ccc(C(=O)N3CCN(c4ccccc4)CC3)o2)cc1	6	-5	/	-3	/	1.3	/	/	/
CCc1cccc(NC2c3ccccc3C(=O)N2c2ccc(C)cn2)c1 (stereo unspecified)	3	-4	-6	-23	-1	0.9	1	92[fluorescence artefact?]	1.3
CCOC(CNC(=O)CCc1c(C)nc2ncnn2c1C)OCC	2	7	7	-2	-1	1.3	-1	96	1.1
O=C(O)C1CCCCN1S(=O)(=O)c1ccc2ccccc2c1 (stereo unspecified)	-2	2	/	4	/	1.3	-1	/	/
COCCCNC(=O)CCC(=O)Nc1ccc2nc(N3CCOCC3)cc(C)c2c1	-1	-13	2	0	9	1.1	-1	99	1.4
CCOC(=O)N1CCN(C(=O)C2CCC(=O)N2C(C)C)CC1 (stereo unspecified)	1	-5	-1	-5	-2	1.1	1	94	1.2

Five compounds already listed, arranged by their value in CD11b adhes enh, descending.
Compound	CD11b adhes enh	Mac1 fbg inh	ERb coact inh	ERa SRC1 inh	PLAP activator	FAK inh	ERa coact pot	MT1-MMP txn act
Fc1ccc(COc2ccc(Cl)cc2/C=N/Nc2nc(N3CCCC3)nc(N3CCCC3)n2)cc1	9	-16	/	/	0.8	1	/	/
COCc1cc(C)nc(SCC(=O)Nc2ccccc2C)c1C#N	0	-5	-11	-3	0.9	-5	135	1.1
CC1(C)CC(=O)C2=C(C1)Nc1ccccc1NC2c1ccccn1 (stereo unspecified)	-2	4	-6	-4	1.2	/	117	0.9
COc1cc(NS(=O)(=O)c2ccc(C)c(C)c2)c(OC)cc1Cl	-3	11	-14	-9	1.4	0	102	1.1
O=C(CCc1ccc(S(=O)(=O)NCCc2ccccc2)cc1)NCc1ccc2c(c1)OCO2	-4	21	0	0	0.8	0	76	1.2

Structures above that have two or more sulfur atoms (2):
SMILES	CD11b adhes enh	Mac1 fbg inh	ERb coact inh	E coli WT exp	ERa SRC1 inh	PLAP activator	FAK inh	ERa coact pot	MT1-MMP txn act
CS(=O)(=O)N1CCN(c2ccc(NC(=O)CSc3ccc(Cl)cc3)cc2)CC1	-1	-6	/	-12	/	0.8	-1	/	/
CCOC(=O)Cc1csc(NC(=O)CSc2nc3cccnc3n2CC)n1	2	13	1	-3	9	1.5	3	81	1

Record cards, from the list above. Screens in order: CD11b adhes enh | Mac1 fbg inh | ERb coact inh | E coli WT exp | ERa SRC1 inh | PLAP activator | FAK inh | ERa coact pot | MT1-MMP txn act
Record of COc1ccc(C(CC(=O)c2ccccc2)C2CCCCC2=O)cc1 (stereo unspecified) : -6 | 0 | -14 | -4 | 7 | 0.9 | 2 | 93 | 1.1
Record of O=C(CNS(=O)(=O)c1ccc(F)cc1)Nc1ccc(C(F)(F)F)cc1 : -1 | -36 | -5 | 3 | 0 | 0.9 | -2 | 109 | 1.1
